# Screens from PubChem BioAssay.
# SENP8 inh = blocks the human protease SENP8; Q96LD8; purified SENP8, Z-RLRGG-aminoluciferin cleavage, luminescence; inhibition, % at 10 µM; 1.2% of 330,000 active; AID 2540
# Target sequence (Q96LD8 whole entry, looked up): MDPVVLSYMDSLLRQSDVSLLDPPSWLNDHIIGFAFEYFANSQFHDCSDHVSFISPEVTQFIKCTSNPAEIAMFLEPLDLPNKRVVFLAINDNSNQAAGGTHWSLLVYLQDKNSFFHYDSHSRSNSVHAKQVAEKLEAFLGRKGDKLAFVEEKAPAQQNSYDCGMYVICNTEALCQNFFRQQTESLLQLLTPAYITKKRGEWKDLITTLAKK
# HKDC1 inh = HKDC1 (human) hexokinase inhibition. recombinant HKDC1, G6PDH/diaphorase resazurin coupled fluorescence. 0.16% of 340,000 active. inhibition, % at 20 µM. Q2TB90. AID 493160;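 active = inhibition above about 35% when tested at 20 µM, limit read from the data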;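 note: plate controls were DMSO wells with enzyme for no effect and DMSO wells lacking enzyme for full effect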
#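 test system = in-house recombinant HK5 (HKDC1) enzyme | amount = HKDC1 at 5 µg/mL | control set = DMSO-enzyme wells negative, buffer-substituted wells positive | compound = one dose of 20 µM, 1% DMSO | schedule = reaction time 90 min, room temperature, protected from light | technique = resorufin fluorescence at 613 nm | reagent = glucose with 1 mM ATP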
# Jurkat NFkB inh = lowers PMA/ionomycin-induced NF-kB signal in Jurkat cells; 0.53% of 330,000 active; inhibition, % at 4 µM; PMA/ionomycin-induced NF-kB luciferase reporter, luminescence; AID 435003
# Apaf-1 inh = human Apaf-1 inhibition. O14727. reconstituted apoptosome caspase-3 activity, DEVD-Rh110 fluorescence. inhibition, % at 20 µM. 0.71% of 330,000 active; active = inhibition of at least 40% at 20 µM;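 note: plate controls were DMSO wells for no effect and DEVD-CHO caspase inhibitor wells for full effect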
#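 System – cell-free apoptosome with Apaf-1, procaspase-3 and caspase-9 · Buffer or medium – pH 7.5 Hepes buffer with CHAPS, BSA, DTT · Also added – cytochrome c with DEVD-Rh110 · Times – 30 min compound preincubation, 50 min activation, room temperature · Technique – Rh110 fluorescence intensity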
# Gli-Sufu block = blocks Gli-Sufu signaling in a luciferase reporter; Sufu-KO-LIGHT fibroblasts, Gli luciferase reporter luminescence; inhibition, % at 5 µM; 0.74% of 340,000 active; AID 588413;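 active = inhibition above about 55%, limit read from the data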;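 note: 0% = DMSO-treated cells and 100% = wells with medium but no cells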
# UBC13 polyUb = human UBC13 polyubiquitination inhibition | P61088 | UBC13 polyubiquitin chain formation, TR-FRET | inhibition, % at 20 µM | 0.47% of 330,000 active | AID 485273; in the data active = inhibition above about 45%, passing the limit was not always enough
# Target sequence (P61088 whole entry, looked up): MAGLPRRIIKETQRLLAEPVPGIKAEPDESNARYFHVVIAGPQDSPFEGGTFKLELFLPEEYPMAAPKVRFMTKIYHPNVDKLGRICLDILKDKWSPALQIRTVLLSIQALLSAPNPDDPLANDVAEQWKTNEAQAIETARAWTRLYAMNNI
# SENP7 block = blocks the human protease SENP7. inhibition, % at 5 µM. 1.5% of 330,000 active. recombinant SENP7, Z-RLRGG-aminoluciferin luminescence, 40 min. Q9BQF6;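 active = inhibition above about 50% at the single test dose, limit read from the data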;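 note: plate controls were DMSO with enzyme for no effect and no enzyme buffer wells for full effect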
# Target sequence (Q9BQF6 706-1050 limits assumed): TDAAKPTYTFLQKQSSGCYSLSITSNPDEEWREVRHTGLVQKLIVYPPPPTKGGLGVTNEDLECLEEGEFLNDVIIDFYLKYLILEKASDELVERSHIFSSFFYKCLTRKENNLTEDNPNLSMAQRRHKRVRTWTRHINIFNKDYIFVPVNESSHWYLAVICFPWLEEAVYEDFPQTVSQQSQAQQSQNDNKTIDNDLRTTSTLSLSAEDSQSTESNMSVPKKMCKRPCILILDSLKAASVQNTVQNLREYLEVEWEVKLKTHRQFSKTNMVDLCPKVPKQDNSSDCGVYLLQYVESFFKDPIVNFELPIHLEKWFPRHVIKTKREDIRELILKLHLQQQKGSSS
# 697 NFkB inh = lowers PMA/ionomycin-induced NF-kB signal in 697 B cells; 0.33% of 330,000 active; 697 B-cell NF-kB luciferase reporter, 16 h; inhibition, % at 4 µM; in the data active = inhibition above about 35%
# Starred values were filed as active, the others as inactive; nt = no result given. Cut-off read from the data, not from the text of the source, unless noted: active = inhibition above about 50%; inactive = the rest. This is a random part of the collection. About 3.6% of those tested had a hit in this group.
SMILES,SENP8 inh,HKDC1 inh,Jurkat NFkB inh,Apaf-1 inh,Gli-Sufu block,UBC13 polyUb,SENP7 block,697 NFkB inh
O=C(CC(=O)c1ccccc1)Nc1ccc(Cl)cc1,6,4,-43,6,20,5,6,5
CN1CCN(CC#CC2(O)CCCCC2)CC1,-7,-7,-2,-30,-1,-1,-9,13
COc1ccc(C=O)c(OC)c1,0,-8,9,1,7,1,-4,14
O=C(C1CC1)N1CCC(c2nc(-c3ccc(S(=O)(=O)N4CCCC4)cc3)no2)CC1,-4,-10,4,-12,3,7,84*,16
COc1ccccc1CCNC(=O)CSc1nc(=O)[nH]c2c1CCC2,-10,-3,4,-7,-1,3,-4,10
COc1ccc2nc(N3CCCCC3)c(/C=C3\SC(=S)NC3=O)cc2c1,12,9,-5,-8,7,-34,1,-54
CCCn1nc2cc(C(=O)NCc3ccc(C)cc3)ccc2c1OCC,9,-2,16,0,-5,13,0,20
COC(=O)C1=C(C(=O)OC)[C@@H]2Nc3ccccc3[C@@]23C[C@@H](C(=O)OC)N=C3N1,-2,-8,20,-5,17,0,-7,6
O=C(CN1C(=O)NC2(CCCCCCC2)C1=O)N1CCc2ccccc2C1,1,2,-3,6,-1,-4,-3,-18
FC(F)(F)c1nc2cc3nc4ccccc4[nH]c3cc2n1,49,13,14,11,-8,-86,28,-18
CN(C)c1ccc(NC(=O)CSc2n[nH]c(-c3ccco3)n2)cc1,3,-1,3,-2,0,-7,-2,15
O=C(OCc1cnc(Cl)s1)c1cccc(Cl)c1,-2,4,17,6,-20,6,-1,14
CC(/C=C/c1ccco1)=N\NC(=O)COc1ccc(C)c(C)c1,4,-2,-13,4,-2,-20,7,10
O=C(O)c1ccc(Cl)c(S(=O)(=O)NCc2cccnc2)c1,4,0,-3,-16,-24,2,4,9
CCOC(=O)N1CCC(N2Cc3cccc(C(=O)NC(C)c4ccc5c(c4)OCCO5)c3C2=O)CC1 (stereo not given),-13,-5,-8,6,0,9,7,20
CS(=O)(=O)c1ccc(C(=O)NC2CCOC2=O)cc1 (stereo not given),2,-2,-6,-9,0,7,-5,3
COc1ccc(OC(=O)NCCc2ccccc2)cc1,-3,-5,-27,-12,-48,8,3,-34
CC(C)OC(=O)CN1CCN(C2c3ccccc3-c3ccccc32)CC1,0,-5,5,6,0,10,-1,4
Cc1ccccc1OCc1nc(-c2ccc(-n3cccc3)cc2)no1,5,0,0,3,-5,-13,-2,0
CC(C)(C)c1ccc(/C=C2\Oc3cc(O)ccc3C2=O)cc1,-5,3,-9,9,-7,2,-1,-16
O=C1CCCC2=C1C(c1ccc(Cl)cc1)n1c(s/c(=C\c3ccc4ccncc4c3)c1=O)=N2 (stereo not given),6,13,-6,11,6,0,-6,4
Cc1cc(=O)oc2cc(OC(C)C(=O)NC3CCCC3)ccc12 (stereo not given),0,-7,7,-1,-10,4,2,22
CC1(C)NC(=O)N(CCC(=O)Nc2cc(C(F)(F)F)ccc2Cl)C1=O,-3,-6,2,-11,0,-2,5,11
Cc1ccc(NC(=O)CC2SC3=NCCN3C2=O)cc1 (stereo not given),4,-7,-4,-1,4,5,0,6
COc1cc(/C=C(\C(=O)O)c2ccc(S(=O)(=O)N3CCCC3)s2)cc(OC)c1,1,7,-4,-1,-4,8,-1,-7
COc1ccc(S(=O)(=O)NCc2cccnc2)cc1C(=O)Nc1ccccc1,-15,-2,-15,-4,6,-3,9,11
CCN=C1SC(CC(=O)Nc2ccc3c(c2)OCO3)C(=O)N1CC (stereo not given),-3,-4,8,-12,20,-2,16,3
CC(=O)N1CCc2cc(S(=O)(=O)CCC(=O)NCc3ccco3)ccc21,-2,-9,11,2,-1,-8,9,9
C=C[C@@H]1c2ccccc2N(S(=O)(=O)c2ccc(C)cc2)[C@H](c2ccc(C(F)(F)F)cc2)C1(C#N)C#N,3,3,-4,15,-8,-4,4,19
COc1ccc(Cl)cc1NC(=O)NC(C)C(C)(C)C (stereo not given),6,-3,6,1,-19,0,8,11
COc1cccc(CCN2CCC(CNS(=O)(=O)c3cc(-c4cc(C)no4)ccc3OC)CC2)c1,5,-2,44,10,42,8,4,-24
C=CCC1NS(=O)(=O)OC2CCCCC12 (stereo not given),1,-5,9,4,-6,-11,-4,-21
CCOc1ccc(/C=N/n2cnnc2)cc1,-2,-10,-9,-10,3,5,-4,4
Cc1ccc2[nH]c(CNC(=O)c3ccc(F)cc3)cc2c1,4,0,-4,-3,16,7,4,-8
O=C(COC(=O)c1ccc(F)cc1F)NCc1ccc2c(c1)OCO2,7,-7,-19,4,7,3,7,7
O=S(=O)(N=S(N1CCCCC1)N1CCCCC1)c1ccccc1,-5,-2,17,-3,0,7,-2,16
COc1ccc(-c2c(C)oc3c(CN4CCN(CCO)CC4)c(O)ccc3c2=O)cc1OC,5,-8,-6,-6,8,9,1,10
O=C(Cn1cnc2cc(Cl)ccc2c1=O)Nc1ccc2c(c1)OCO2,0,8,-1,4,24,-8,-1,1
O=C(N=c1nc2ccccn2s1)c1ccccc1,59*,-9,-191,-7,-94,-8,96*,-324
Cn1c(=O)c(Sc2ccc(Cl)cc2)c(O)c2ccccc21,4,-7,11,1,-3,31,3,2

# 4 entries from above, as labelled records:
O=S(=O)(N=S(N1CCCCC1)N1CCCCC1)c1ccccc1
  SENP8 inh = -5 | HKDC1 inh = -2 | Jurkat NFkB inh = 17 | Apaf-1 inh = -3 | Gli-Sufu block = 0 | UBC13 polyUb = 7 | SENP7 block = -2 | 697 NFkB inh = 16

COc1ccc(-c2c(C)oc3c(CN4CCN(CCO)CC4)c(O)ccc3c2=O)cc1OC
  SENP8 inh = 5 | HKDC1 inh = -8 | Jurkat NFkB inh = -6 | Apaf-1 inh = -6 | Gli-Sufu block = 8 | UBC13 polyUb = 9 | SENP7 block = 1 | 697 NFkB inh = 10

O=C(Cn1cnc2cc(Cl)ccc2c1=O)Nc1ccc2c(c1)OCO2
  SENP8 inh = 0 | HKDC1 inh = 8 | Jurkat NFkB inh = -1 | Apaf-1 inh = 4 | Gli-Sufu block = 24 | UBC13 polyUb = -8 | SENP7 block = -1 | 697 NFkB inh = 1

O=C(N=c1nc2ccccn2s1)c1ccccc1
  SENP8 inh = 59* | HKDC1 inh = -9 | Jurkat NFkB inh = -191 | Apaf-1 inh = -7 | Gli-Sufu block = -94 | UBC13 polyUb = -8 | SENP7 block = 96* | 697 NFkB inh = -324

# (further entries)
SMILES,SENP8 inh,HKDC1 inh,Jurkat NFkB inh,Apaf-1 inh,Gli-Sufu block,UBC13 polyUb,SENP7 block,697 NFkB inh
NC(=O)CCN1CCCCC1,-11,-4,9,-1,2,0,-3,1
CCCCNc1cnn(-c2ccccc2)c(=O)c1Cl,-9,-7,-12,3,-22,-17,-1,-35
Fc1ccc(C2NCCn3cccc32)cc1 (stereo not given),8,-8,2,3,-5,-5,-3,-9
CC(C)(C)SC(C(=O)N1CCOCC1)c1ccc(Br)cc1 (stereo not given),0,-3,1,0,-22,6,-1,21
Cc1ccc(/C(N)=N/OC(=O)c2ccc(Cl)cc2Cl)cc1,49,3,-139,1,-52,6,64*,-190
CCN(C(=O)COC(=O)CSc1ccc(F)cc1)c1c(N)n(Cc2ccccc2)c(=O)[nH]c1=O,-21,1,-12,13,-32,-8,-14,6
Cc1oc2c(CN3CCOCC3)c(O)ccc2c(=O)c1-c1ccc(Cl)cc1,4,3,0,-3,8,10,1,4
CCOc1cccc2cc(-c3csc(NC(=O)CCC(=O)NCCCN4CCC(C)CC4)n3)c(=O)oc12,-4,nt,-185,12,nt,10,20,-99
CCn1c(CN(C)c2ccccc2)nc2ccccc21,-4,0,-10,9,-8,-8,-4,-37
O=C(Nc1ccccc1)/C(=C\c1ccncc1)NC(=O)c1ccccc1,-2,1,-15,3,1,-1,4,2
CC1(c2nnc(-c3ccc(F)cc3)o2)CC(c2cccc(Cl)c2)=NO1 (stereo not given),5,4,17,2,-23,15,-5,4
CCN(CC)S(=O)(=O)c1cc(NS(=O)(=O)c2ccccc2)ccc1C,-4,2,11,1,25,1,-6,10
C/C(CC(C)C)=N\NS(=O)(=O)c1ccc(C)c([N+](=O)[O-])c1,4,-2,-2,-17,0,-2,3,19
COc1ccc(NC(=O)NC23CC4(C)CC(C)(CC(C)(C4)C2)C3)cc1OC,2,-9,0,20,1,1,-7,-21
CCOC(=O)C(=CNc1cc(C)nn1C(C)(C)C)C(=O)OCC,-10,-6,0,-10,-2,-5,1,2
CC1CCCCN1Cc1nc2c(c(=O)n(C)c(=O)n2C)n1CCc1ccccc1 (stereo not given),-18,-4,-4,1,12,1,6,-3
Cc1ccc(-c2csc(NC(=O)CSc3ncn(-c4ccccc4)n3)n2)cc1,-3,-5,0,18,-16,0,8,-17
COC(=O)c1cn[nH]c1NC(=S)Nc1ccccc1C,-4,-5,8,2,-47,5,7,-54
COc1ccc(/C=C2\SC(=O)N(CCc3nnc(N)s3)C2=O)cc1,9,3,-121,-7,-48,7,21,-127
COc1ccc(OC)c(N(C)S(=O)(=O)c2cc3c(cc2C)NC(=O)CO3)c1,-12,-2,-6,1,2,-7,4,14

# Structures above that bear a hit mark in SENP7 block.
Structure | HKDC1 inh | Jurkat NFkB inh | UBC13 polyUb | SENP7 block | 697 NFkB inh
O=C(C1CC1)N1CCC(c2nc(-c3ccc(S(=O)(=O)N4CCCC4)cc3)no2)CC1 | -10 | 4 | 7 | 84* | 16
O=C(N=c1nc2ccccn2s1)c1ccccc1 | -9 | -191 | -8 | 96* | -324
Cc1ccc(/C(N)=N/OC(=O)c2ccc(Cl)cc2Cl)cc1 | 3 | -139 | 6 | 64* | -190

# Next section.
SMILES,SENP8 inh,HKDC1 inh,Jurkat NFkB inh,Apaf-1 inh,Gli-Sufu block,UBC13 polyUb,SENP7 block,697 NFkB inh
Cc1ccc(Oc2ccc(/C=N/O)cn2)cc1,-4,-5,-21,-5,-22,2,-3,14
CCOC(=O)N1CCN(C(=O)CSCC(=O)Nc2nc(-c3ccc(C)cc3)cs2)CC1,6,6,1,6,-16,4,-5,-10
Cc1onc(-c2ccc(Cl)cc2)c1-c1ccnc(SCC(=O)Nc2ccc(C(C)C)cc2)n1,-3,2,11,7,14,3,-6,2
Cc1ccsc1/C=C1/NC(=O)N(Cc2ccc(F)cc2)C1=O,5,-10,5,9,-23,9,2,13
COc1ccc(CCNC(=O)Nc2ccc3c(c2)OCO3)cc1OC,3,3,12,-5,-2,-6,7,18

# Results in Jurkat NFkB inh, Apaf-1 inh and SENP7 block (2 entries from above):
SMILES,Jurkat NFkB inh,Apaf-1 inh,SENP7 block
Cc1ccc(Oc2ccc(/C=N/O)cn2)cc1,-21,-5,-3
CCOC(=O)N1CCN(C(=O)CSCC(=O)Nc2nc(-c3ccc(C)cc3)cs2)CC1,1,6,-5
